Assay outcomes from PubChem.
TTR transcr act: activators of transthyretin transcription | SH-SY5Y TTR promoter Gaussia luciferase, luminescence; 100% = recombinant luciferase protein wells | activation, % at 16.7 µM | 92,000 tested, 1.3% active | AID 1117267;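 active = activation above the mean of all tested compounds plus 3 SD, cut at about 9.5% in these data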;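 note: cells exposed to compounds for one day before reading; 0% = median of all test compound wells on the plate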
* = called active by the depositor.

no. | structure | TTR transcr act
1 | O=C(COC(=O)c1cc(=O)[nH]c2ccccc12)Nc1nc(-c2ccccc2)cs1 | 0.8
2 | Cc1ccc(-n2c3nc(=O)n(C)c(=O)c-3cc3ccccc32)cc1 | 6.4
3 | Cc1cc(C)c(C#N)c(SCC(=O)Nc2cc(C)on2)n1 | -1.2
4 | CCOC(=O)N1CCN(C(=O)CNC(=O)c2nn(-c3ccc(OC)cc3)c(=O)c3ccccc23)CC1 | 14.8*
5 | Brc1cccc(-c2nc3ccc(Br)cn3c2Cc2ccccc2)c1 | 21.7*
6 | COc1cc(OC)c(-c2nc(-c3ccncc3)no2)cc1OC | -2.2
7 | O=C(c1ccc(F)cc1)N(Cc1ccccc1)C1CCS(=O)(=O)C1 (stereo unspecified) | 8.3
8 | CCCOC(=O)c1[nH]c2c(c1C)C(=O)CC(c1ccc(OC)c(OC)c1)C2 (stereo unspecified) | 3.0
9 | CSc1ccccc1NC(=S)N/N=C/c1cccn1Cc1ccc(F)cc1 | -2.7
10 | N/C(Cc1nc(-c2ccc(Cl)cc2)cs1)=N/O | -1.8
11 | Cc1cs/c(=N\N=C2CCCCC2)n1Cc1ccco1 | 0.0
12 | COc1cc2[nH]c(=S)n(C3CC3)c(=O)c2cc1OC | -0.2
13 | CCOc1ccc(C2C(C(C)=O)=C(O)C(=O)N2CCc2c[nH]c3ccccc23)cc1 (stereo unspecified) | 1.1
14 | COc1ccc(Cn2c(=O)c3cccnc3n(Cc3ccc([N+](=O)[O-])cc3)c2=O)cc1 | 0.3
15 | COc1ccccc1-c1nc(SCC(=O)N(C)c2ccccc2)c2c(=O)n(C)c(=O)n(C)c2n1 | 0.0
16 | COCCCn1c(SCC(=O)NCc2ccco2)nc2sc3c(c2c1=O)CCC3 | 2.8
17 | Fc1ccc(NC(=S)Nc2ccccc2N2CCOCC2)cc1Cl | -0.7
18 | CCn1cc(C2Nc3ccccc3C(=O)N2O)c(C)n1 (stereo unspecified) | 2.2
19 | O=C(CN1C(=O)NC2(CCc3ccccc32)C1=O)Nc1c(Cl)cccc1Cl (stereo unspecified) | -1.9
20 | CC1CCCC(NC(=O)CSc2n[nH]c(N)n2)C1C (stereo unspecified) | 1.8
21 | Cc1ccc(Nc2nc(N)nc(CN3CCC(C)CC3)n2)c(C)c1 | -1.2
22 | CC(=O)Nc1nc(-c2ccccc2)c(-c2ccccc2)o1 | -0.9
23 | COc1ccc(NC2=C3CCCC=C3N(c3ccc(OC)cc3)C2=O)cc1 | 0.6
24 | O=C(CCc1ccccc1)NCCS(=O)(=O)N1CCN(c2ccccc2)CC1 | -0.8
25 | Cc1nc2cc(C(=O)N3CCN(C)CC3)ccc2n1C | 1.1

2 entries from above in another layout:
No. | TTR transcr act | SMILES
5 | 21.7* | Brc1cccc(-c2nc3ccc(Br)cn3c2Cc2ccccc2)c1
6 | -2.2 | COc1cc(OC)c(-c2nc(-c3ccncc3)no2)cc1OC

Given with values ahead of the structure: entries from further up.
no. | TTR transcr act | SMILES
1 | 0.8 | O=C(COC(=O)c1cc(=O)[nH]c2ccccc12)Nc1nc(-c2ccccc2)cs1
2 | 6.4 | Cc1ccc(-n2c3nc(=O)n(C)c(=O)c-3cc3ccccc32)cc1
3 | -1.2 | Cc1cc(C)c(C#N)c(SCC(=O)Nc2cc(C)on2)n1
4 | 14.8* | CCOC(=O)N1CCN(C(=O)CNC(=O)c2nn(-c3ccc(OC)cc3)c(=O)c3ccccc23)CC1
5 | 21.7* | Brc1cccc(-c2nc3ccc(Br)cn3c2Cc2ccccc2)c1

The list continues.
no. | structure | TTR transcr act
26 | C/C(=N\Nc1ccc(C(=O)c2c(C)cc3ccccn23)cc1[N+](=O)[O-])c1ccc(O)cc1 | 1.2
27 | COc1ccc(NC(=O)Cn2c(=O)n(-c3ccccc3)c(=O)c3oc4ccccc4c32)c(OC)c1 | -1.1
28 | COc1cc(-c2noc(C)c2C#Cc2ccsc2)cc(OC)c1OC | 2.4
29 | C[C@@H]1CCCCO[C@H](CN(C)Cc2ccc(C(=O)O)cc2)[C@@H](C)CN([C@H](C)CO)C(=O)c2cc(N(C)C)ccc2O1 | 2.4
30 | O=C(C[C@@H]1C[C@H]2c3cc(NC(=O)NC4CCCCC4)ccc3O[C@H]2[C@H](CO)O1)NC1CCCCC1 | -0.5
31 | COc1ccc(S(=O)(=O)n2cnc3ccccc32)cc1 | -1.2
32 | O=C(NCC1CCCO1)c1ccc(N2C(=O)C3CCCCC3C2=O)cc1 (stereo unspecified) | 0.5
33 | Cc1ccc(CN2CCSc3ccc(C(=O)NCCCN4CCN(C)CC4)cc32)cc1 | 0.4
34 | CCCCC[C@H]1CN(CCCC)C(=O)[C@@H]1CC(=O)NCc1ccc(OC)cc1 | 1.5
35 | O=c1cc(-c2ccc([N+](=O)[O-])cc2)nc2cc(-c3ccc(F)cc3)[nH]n12 | 1.0
36 | CC1=C(C(=O)Nc2ccc(C(=O)NCCCN3CCCCC3C)cc2)SCCO1 (stereo unspecified) | 1.6
37 | CC(C)(C)OC(=O)N1Cc2[nH]c3ccccc3c2C[C@@H]1C(=O)O | -1.2
38 | CCc1ccc2[nH]c(=O)c(CN(CCN(C)C)C(=S)NCc3ccco3)cc2c1 | -1.1
39 | CCC1=NN2C(=N)/C(=C\c3cccn3-c3cccc(Cl)c3)C(=O)N=C2S1 | -0.8
40 | CO[C@H]1CN(C)C(=O)c2cc(NC(=O)c3cc(C)on3)ccc2OC[C@@H](C)N(C(=O)C2CC2)C[C@H]1C | 1.6
41 | COCCNC(=O)C(c1ccc(F)cc1)N(CC1CCCO1)C(=O)CCC(=O)Nc1ccccn1 (stereo unspecified) | -0.3
42 | COc1cccc(CNc2nc3cc(-c4ccc(F)cc4)sc3c(=O)n2C)c1OC | -3.4
43 | CCOC(=O)c1cnn(-c2ccc(F)cc2)c1N | 1.3
44 | C[C@H](NC(=O)c1nc[nH]c1C(=O)NCc1ccc(CNC(=O)OC(C)(C)C)cc1)C(=O)OCc1ccccc1 | -5.2
45 | Cc1nn(-c2ccccc2)c(N)c1N=Nc1ccc(Cl)cc1 | 0.8
46 | C#CCSc1nc(N)c2c(n1)OC(N)=C(C#N)C2c1cccnc1 (stereo unspecified) | -1.2
47 | O=S(=O)(Nc1cccc(-c2cn3ccsc3n2)c1)c1ccc(F)cc1 | -3.3
48 | N#CCCN1CCN(CCC#N)C1=S | -0.6
49 | COc1cccc(CN2CC(C(=O)N3CCN(C(C)C)CC3)CCC2=O)c1 (stereo unspecified) | -0.8
50 | Cc1nnc(SCC(=O)Nc2ccc3c(c2)OCCO3)s1 | 3.2

no. | structure | TTR transcr act
51 | O=C(Nc1ccccc1)Nc1ccc(Oc2cccnc2)nc1 | 0.2
52 | CCOC(=O)/C(=C/c1cn(C)c2ccccc12)NC(=O)c1ccccc1 | -0.7
53 | COc1ccccc1C/C(N)=N/OC(=O)c1ccc2c(c1)OCO2 | -0.6
54 | COc1ccccc1N1CCN(CC(O)COCCOc2ccc(Br)cc2)CC1 (stereo unspecified) | -3.2
55 | COC(=O)c1sccc1NC(=O)c1c(C)noc1C | 1.7
56 | COc1ccc(S(=O)(=O)N2CCCCC2)cc1NC(=O)c1cc(C)on1 | 1.3
57 | Cc1c(C(=O)Nc2ccccn2)oc2ccc(Br)cc12 | 1.2
58 | CCc1c(C)sc(NC(=S)NC(C)C2CCCO2)c1C(=O)OC (stereo unspecified) | 0.1
59 | CCCCOc1ccc(C(C)NC(=O)CCS(=O)(=O)Cc2ccccc2F)cc1 (stereo unspecified) | 3.2
60 | COCCNC(=O)Cn1c(=O)n(CCCCCC(=O)Nc2ccccc2)c(=O)c2sccc21 | -1.2
61 | COc1cc(O)c(C(CC(=O)N2CCC(C)CC2)c2ccc3c(c2)OCO3)c(OC)c1 (stereo unspecified) | -2.1
62 | CC(=O)Nc1ncc(Cc2cccc(Cl)c2)s1 | -2.6
63 | CCOC(=O)c1cnn(CCOC(=O)c2ccc(OC)cc2)c1NC(=O)c1ccc(OC)cc1 | 6.3
64 | CC(=O)Nc1ccc(C(=O)OCC(=O)N2CC3(C)CC2CC(C)(C)C3)cc1 (stereo unspecified) | -1.5
65 | COc1cccc(N2C(=O)CN(Cc3ccc(OC)c(OC)c3)C2=S)c1 | 4.8
66 | CC(C)[N+](C)(C)CC(O)CN(c1ccccc1)c1ccccc1 (stereo unspecified) | 2.2
67 | N/C(=N\OC(=O)/C=C/c1ccccc1)c1ccc(Cl)cc1 | 5.1
68 | CN(C)/C=N/c1c(C#N)cnn1-c1ccc(C(F)(F)F)cn1 | -0.7
69 | CC(C)NC(=O)NC1C2CC3CC(C2)CC1C3 (stereo unspecified) | 2.8
70 | CCN1C/C(=C/c2cccc([N+](=O)[O-])c2)C(=O)/C(=C/c2cccc([N+](=O)[O-])c2)C1 | -4.6
71 | Cc1ccc(/C=N/Nc2nc(N3CCCCC3)nc(N3CCCCC3)n2)o1 | -0.9
72 | C[N+]1(CC(=O)OCCCc2ccccc2)CCCC1 | 0.6
73 | COC(=O)CCc1nc2cc(Cl)ccc2n(Cc2ccccc2)c1=O | -3.8
74 | O=C(NC(=S)Nc1ccc(F)cc1)c1ccc2c(c1)OCCO2 | -2.9
75 | CN(CC(=O)Nc1ccc(OC(F)(F)F)cc1)C1CCCCC1 | 1.9

no. | structure | TTR transcr act
76 | Cc1sc2nc(CN3CCCC3)nc(NCc3ccncc3)c2c1C | 2.4
77 | Cc1onc(-c2c(Cl)cccc2Cl)c1NC(=O)NNc1c(Cl)cncc1Cl | -0.6
78 | C=CC[C@@H](CC(=O)OC(C)(C)C)C(=O)OC[C@@H]1CCCN1C(=O)[C@H](CC=C)CC(=O)NCCO | -0.2
79 | O=C(Nn1c(-c2ccccc2)nc2ccccc2c1=O)c1cccs1 | -0.1
80 | Cc1onc(-c2ccccc2)c1C(=O)NC(=S)NNC(=O)c1cc(-c2ccc(F)cc2)n[nH]1 | 4.2
81 | Cc1cc(-c2nnnn2-c2cc(Cl)cc(Cl)c2)no1 | -0.7
82 | Cc1ccc(NC(=O)NNc2cccc(Cl)n2)cc1 | 0.1
83 | Cc1cccc(CC2S/C(=N/N=C/c3ccco3)N(c3ccccc3)C2=O)c1 (stereo unspecified) | -0.7
84 | CCOc1ccccc1NC(=O)c1c(Br)cnn1C | -0.1
85 | O=C(Nc1ccc2ccccc2c1)C(C1CC1)n1c(=O)c(-c2cc3ccccc3[nH]2)nc2ccccc21 (stereo unspecified) | -0.5
86 | O=C(COC(=O)CCc1nc2ccccc2c(=O)[nH]1)Nc1ccccc1OC(F)F | 0.3
87 | Cc1cc(C)n(C(=O)CN2C(=O)COc3ccccc32)n1 | -0.9
88 | O=C(COC(=O)c1ccc[nH]c1=O)NC1CCCCCCC1 | 0.1
89 | COc1ccc(-c2c(C(F)(F)F)nn(C)c2NC(=O)c2ccco2)cc1 | 0.0
90 | C/C(=N\NC(=O)CNc1cccc2ccccc12)c1ccccc1 | -2.1
91 | COc1ccc(/C=C2\N=C3CCCCCN3C2=O)cc1 | 2.6
92 | Cc1cc(C)nc(-n2ncc3c2CCCC3=O)n1 | -0.4
93 | C#CCOCCOCCOCCNc1nc(N2CCN(C(=O)Cn3cc(CCO)nn3)CC2)nc(N2CCN(C(=O)[C@H]([C@@H](C)O)n3cc(CCCCN)nn3)CC2)n1 | 11.2*
94 | O=C(Nc1cnn(Cc2ccc(F)cc2)c1)c1cnn2c(C(F)F)cc(-c3ccccc3)nc12 | -0.2
95 | COc1ccc(C(=O)/C=C/NCc2ccc(F)cc2)cc1OC | 1.2
96 | O=C(NCc1ccc2c(c1)OCO2)C1CC(c2ccc(Cl)c(Cl)c2)=NO1 (stereo unspecified) | 4.4
97 | O=S(=O)(/N=C(/Nc1ccc(Cl)c(S(=O)(=O)Nc2ccccc2Cl)c1)c1ccc(F)cc1)c1ccccc1 | -0.3
98 | CCC(CC)c1nnc(NC(=O)c2ccc3c(c2)OCO3)s1 | 1.4
99 | COc1cc(/C=C/C(=O)OCC(=O)N(C)C2CCS(=O)(=O)C2)ccc1OC(F)F (stereo unspecified) | -1.0
100 | Cc1ccc(C(=O)NNC(=O)C2CCN(C(=O)OC(C)(C)C)CC2)cc1 | -1.9

no. | structure | TTR transcr act
101 | CCCNC(=O)COC(=O)c1ccccc1OCc1ccc(Cl)cc1 | -0.4
102 | COc1ccc(/C(C)=N/NC(=O)c2nnn(-c3nonc3N)c2-c2ccccc2)cc1 | -0.6
103 | Cc1ccc(C(=O)N2CCN(c3ncccn3)CC2)o1 | 0.1
104 | CCOc1ccc(-c2nnn(CC(=O)N3CCCC(C)C3)n2)cc1 (stereo unspecified) | -0.3
105 | COc1ccc2cc(C(=O)N/N=C/c3sc4ccccc4c3O)ccc2c1 | -0.8
106 | CCN1CCN(c2ccc(N3CCN(S(=O)(=O)c4cc([N+](=O)[O-])ccc4C)CC3)nn2)CC1 | -0.2
107 | COc1ccc(/C=c2/sc3n(c2=O)NC2(c4ccccc4)N(C)C(=O)N(C)C2(c2ccccc2)N=3)cc1 (stereo unspecified) | 1.1
108 | O=C1COc2ccc(S(=O)(=O)N3CCC(C(=O)NCc4ccccc4)CC3)cc2N1 | 0.7
109 | Cc1ccc(S(=O)(=O)N(C)CCCC(=O)Nc2cc(C)ccc2C)cc1 | -0.8
110 | CN(C)c1cccc(C(=O)OCC(=O)N(C)c2ccccc2)c1 | -0.9
111 | COc1ccc(-c2cc(C(F)(F)F)nc(S(=O)(=O)CCCC(=O)Nc3cccnc3Cl)n2)cc1OC | -5.9
112 | CCCCNC(=O)CSc1nc2ccc(NC(=O)CSc3nnc(N)s3)cc2s1 | 5.5
113 | NC(=O)NCC(=O)N1CCC(C(O)(c2ccccc2)c2ccccc2)CC1 | -1.6
114 | CC(=O)NC(Cc1ccc(C(C)C)cc1)C(=O)NC1CCN(c2nc(C)cc(C)n2)CC1 (stereo unspecified) | -1.8
115 | COC(=O)c1sccc1NC(=O)Nc1ccccc1C | -1.6
116 | COC(=O)c1c(C)nc(C)c(C(=O)OC)c1-c1ccsc1 | -1.0
117 | CCOC(=O)c1[nH]c2c(OCC)nc(OCC)nc2c1Br | 1.0
118 | O=C(Cn1nnc(-c2ccccc2)n1)N/N=C/c1cc([N+](=O)[O-])c(Cl)cc1Cl | -1.3
119 | COc1ccc2[nH]cc(CCNC(=O)C3CCCNC3=O)c2c1 (stereo unspecified) | -1.1
120 | C=CCSc1nc2ccccc2c(=O)n1C1CCOC(C)(C)C1 (stereo unspecified) | 0.2

The list is partial; the hit share may differ from the screen's.
